From PubChem
ARFGAP1 inh – inhibits rat ARF GTPase activating protein 1. inhibition, % at 16.5 µM. 0.26% of 360,000 active. AID 651572. Q62848. Arfgap1-stimulated ARF1 GTP hydrolysis, GDP FP detection;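 active = inhibition above a per-plate limit, mean inhibition of low control wells plus 3 SD, cut at about 25% in these data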;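 also: 0% = DMSO wells with enzyme and 100% = wells lacking Arfgap1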
Target sequence (Q62848 1-136 limits assumed): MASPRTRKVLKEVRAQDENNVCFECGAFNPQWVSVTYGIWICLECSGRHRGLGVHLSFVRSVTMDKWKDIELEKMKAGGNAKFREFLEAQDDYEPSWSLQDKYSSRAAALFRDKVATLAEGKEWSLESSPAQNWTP
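system = rat Arfgap1 catalytic domain, aa 1-136 | technique = FP, GDP Alexa 633 tracer displaced from anti-GDP antibody, 620/688 nm | compound = one concentration, 16.5 µM, DMSO 1.26% | medium = HEPES-based buffer, pH 7.5 | timing = compound-enzyme preincubation 20 min, reaction 120 min, detection 60 min, 25 °C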
ADAM17 inh – inhibits human ADAM17; recombinant ADAM17, EDANS/DABCYL FRET peptide cleavage; 0.83% of 370,000 active; inhibition, % at 6.95 µM; P78536;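 active = inhibition above the mean of compounds lying between control limits plus 3 SD, set per campaign, cut at about 8.5% in these data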;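 also: 0% = DMSO-only wells as the low control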
PLC-beta3 inh – blocks human PLC-beta3 enzyme activity; inhibition, % at 12.2 µM; Purified PLC-beta3, fluorogenic substrate, fluorescence; AID 720704; 0.18% of 370,000 active; in the data active = inhibition above about 11%;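 also: 0% = median of compound wells on plate and 100% = full blocker control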
ADAM10 inh – inhibitors of human ADAM10 | inhibition, % at 7 µM | AID 720582 | 0.62% of 370,000 active | recombinant ADAM10, EDANS/DABCYL FRET peptide cleavage, 3 h | O14672;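 active = inhibition above a per-campaign cutoff equal to the mean of compounds falling between control-based bounds plus 3 SD, cut at about 20% in these data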;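 also: 0% = DMSO wells while the 100% control is not disclosed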
DDE Tn7 FP inh – inhibitors of Tn7 peptide binding to human fibrin DD(E) | 0.13% of 370,000 active | inhibition, % at 8.3 µM | FP displacement of FITC-Tn7 peptide from fibrin DD(E); 0% = median of compound wells per plate | AID 720508;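 active = inhibition above the mean of compounds falling within the control limits plus 3 SD of them, cut at about 14% in these data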;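 also: 0% = plate median of compound wells and 100% = 10 µM Aha-Tn7 peptide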
Target sequence (P02675 whole entry, looked up): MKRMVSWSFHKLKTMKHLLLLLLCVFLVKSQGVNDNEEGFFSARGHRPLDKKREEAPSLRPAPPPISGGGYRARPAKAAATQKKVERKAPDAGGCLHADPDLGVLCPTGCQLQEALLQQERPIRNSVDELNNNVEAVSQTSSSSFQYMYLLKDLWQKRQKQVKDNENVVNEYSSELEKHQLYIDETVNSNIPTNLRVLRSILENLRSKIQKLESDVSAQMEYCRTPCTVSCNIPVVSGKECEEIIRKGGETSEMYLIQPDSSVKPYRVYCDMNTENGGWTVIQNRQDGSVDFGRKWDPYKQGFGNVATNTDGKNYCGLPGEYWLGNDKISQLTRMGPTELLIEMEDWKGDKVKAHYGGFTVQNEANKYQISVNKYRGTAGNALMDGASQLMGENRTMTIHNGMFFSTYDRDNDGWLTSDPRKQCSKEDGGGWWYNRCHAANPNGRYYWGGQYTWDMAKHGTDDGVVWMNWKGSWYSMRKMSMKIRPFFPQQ
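Also added: labelled Tn7 tracer, 0.1 µM; Assay system: human fibrin DD(E) protein; Amount: 2 µM fibrin DD(E); Schedule: 10 min compound pre-incubation, 3 h probe incubation at room temperature; Repeats: one replicate per compound; Read-out basis: percent inhibition; Measured by: fluorescence polarization of the labelled Tn7 tracer.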
PLC-gamma1 inh – PLC-gamma1 (human) inhibition, primary screen | P19174 | purified PLC-gamma1, fluorogenic substrate, fluorescence | inhibition, % at 12.2 µM | 0.84% of 370,000 active | AID 720700; in the data active = inhibition above about 9.5%
ASAP1 GAP inh – inhibitors of human ASAP1 ArfGAP activity; inhibition, % at 16.5 µM; ASAP1-stimulated ARF1 GTP hydrolysis, GDP FP detection; Q9ULH1; 0.19% of 360,000 active; AID 624377; in the data active = inhibition above about 25%;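 also: 0% = vehicle with enzyme and substrate and 100% = no enzyme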
Target sequence (Q9ULH1 325-724 limits assumed): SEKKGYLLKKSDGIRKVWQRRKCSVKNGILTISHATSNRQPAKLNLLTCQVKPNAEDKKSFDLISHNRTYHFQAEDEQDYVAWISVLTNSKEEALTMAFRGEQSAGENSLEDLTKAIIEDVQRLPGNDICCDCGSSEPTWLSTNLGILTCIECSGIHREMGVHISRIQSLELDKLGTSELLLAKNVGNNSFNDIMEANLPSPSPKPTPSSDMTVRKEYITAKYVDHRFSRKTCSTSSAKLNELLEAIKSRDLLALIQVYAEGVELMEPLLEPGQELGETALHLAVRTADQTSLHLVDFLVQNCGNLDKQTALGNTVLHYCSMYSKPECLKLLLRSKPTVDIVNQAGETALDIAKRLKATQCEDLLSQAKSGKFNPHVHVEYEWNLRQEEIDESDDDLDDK
SIAE inh – inhibitors of human sialic acid acetylesterase SIAE | SIAE FP-Rh probe binding, fluorescence polarization | inhibition, % at 9.66 µM | 0.69% of 370,000 active | AID 1053197;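 active = inhibition above a cutoff: mean of compounds within the control limits plus 3 SD of those, cut at about 17% in these data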;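 also: 0% = plate median of compound wells and 100% = probe without SIAE protein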
Tn6 DDE FP – disrupts Tn6 cyclic peptide binding to fibrin D-Dimer-E complex; inhibition, % at 8.3 µM; P02675; AID 720509; 0.21% of 370,000 active; Fibrin DD(E) TRITC-Tn6 fluorescence polarization displacement;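 active = inhibition above a per-campaign cutoff: mean of compounds within control limits plus 3 SD, cut at about 15% in these data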;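 also: 0% = median of all compound wells on the plate and 100% = blocking peptide control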
TDP2 inh – blocks human TDP2 phosphodiesterase activity; O95551; recombinant TDP2, T5PNP hydrolysis, p-nitrophenol absorbance 415 nm; AID 720702; inhibition, % at 12.8 µM; 0.34% of 370,000 active;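 active = inhibition above the mean of all tested compounds plus 3 SD, set per campaign, cut at about 25% in these data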;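 also: 0% = DMSO with enzyme and 100% = buffer with substrate but no TDP2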
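Test system: human TDP2 enzyme; Input: 120 nM TDP2 per well; Buffer or medium: Mg2+-containing Tris-HCl buffer, pH 7.5; Reagent: 5 mM T5PNP; Dosing: 12.8 µM single point, 1% DMSO; Incubation: reaction 2 h, 37 °C; Detection: p-Nitrophenol epi absorbance; Read-out: % inhibition relative to enzyme-containing and enzyme-free wells; Replicates: single well per compound.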
An asterisk follows results filed as active; i = inactive; . = not tested or not shown.

SMILES	ARFGAP1 inh	ADAM17 inh	PLC-beta3 inh	ADAM10 inh	DDE Tn7 FP inh	PLC-gamma1 inh	ASAP1 GAP inh	SIAE inh	Tn6 DDE FP	TDP2 inh
O=C(C1=C[C@H](c2ccccc2)C[C@H](OCc2ccc(CO)cc2)O1)N1CCOCC1	-5	-5	-3	-8	-3	-1	1	9	2	-3
CCCCN(Cc1cccs1)S(=O)(=O)c1csc(C(N)=O)c1	15	1	-4	4	-3	1	8	5	7	0
O=C(NCC1COc2ccccc2O1)c1ccc(NC(=O)C(c2ccccc2)c2ccccc2)cc1 (configuration not stated)	-5	2	6	10	1	3	5	0	6	-5
CCOc1cc(C(C#N)N2CCOCC2)ccc1OC (configuration not stated)	1	5	-1	5	1	8	-9	-1	5	-6
O=C(Nc1cccc2c1CCCC2)c1cc(C2CCCCN2C(=O)CCCc2ccccc2)on1 (configuration not stated)	-12	4	-2	10	-4	1	-2	-10	-9	5
CN1CCN(S(=O)(=O)c2cccc(C(=O)NC3CCCC3)c2)CC1	-4	2	-5	5	-1	1	-1	-2	2	7
CN(C)c1nc2c(c(=O)n(C)c(=O)n2C)n1CC(=O)c1cccs1	-4	-3	1	-1	0	0	-4	15	2	15
O=C(N/N=C/c1ccc([N+](=O)[O-])o1)c1ccncc1	0	-1	-11	-1	-3	-4	-8	2	1	2
COc1ccc(CN2CCCCCC2)cc1Br	9	1	-5	4	-1	1	-5	2	2	12
Cc1nn(-c2ccc(C(=O)O)cc2)c(C)c1Oc1ccccc1O	-2	-2	0	1	0	1	-6	0	0	-7
COc1ccc(NC2SC(=O)N(C)C2=O)cc1 (configuration not stated)	0	1	-6	2	-14	4	4	5	1	-2
CCC(=O)c1ccc(OCC(=O)Nc2ccccc2N2CCCCC2)cc1	7	1	-6	7	2	-1	-4	4	-6	6
CCn1c(SCC(=O)N(Cc2ccccc2)C2CCS(=O)(=O)C2)nc2ccccc2c1=O (configuration not stated)	-2	-1	0	-6	7	-4	2	3	0	-8
Cc1ccc(C(=O)NN2CCOCC2)cc1[N+](=O)[O-]	11	0	-8	-3	2	0	-5	3	-6	-11
Cc1nn(-c2ccccc2)c(N)c1N=Nc1ccccc1	2	1	4	5	3	4	6	7	2	-6
COc1ccc(CN(C(=O)c2cc3ccccc3oc2=O)C2CCCC2)cc1	11	-3	3	0	-7	1	13	-6	3	5
CCNC1(C(N)=O)CCN(Cc2ccccc2)CC1	5	-6	-5	-18	2	5	-6	2	-1	-11
COC(=O)C(C(=O)OC)C(C[N+](=O)[O-])c1ccc(O)c(OC)c1 (configuration not stated)	-3	-5	-23	-18	3	-6	-17	-1	-1	-10
CCn1cc(CCCC(=O)NCc2cccnc2)c2ccccc21	6	-5	2	-12	6	1	3	-6	-5	-7
CC(C)c1nnc(NC(=O)CCC(=O)NC2CCCCCC2)s1	4	-6	-3	-5	5	0	-6	1	-1	-9
FC(F)(F)C(F)(F)C(F)(F)c1nnc2ccc(N3CCOCC3)nn12	-4	-1	1	2	-1	-4	4	-1	-2	16
COc1ccccc1CNS(=O)(=O)c1ccc(N2CCCC2)cc1Br	-13	-1	-3	-8	2	-4	3	3	-2	-2
CCC(=O)Nc1ccc(NC(=S)NC(=O)Cc2ccccc2)cc1	-4	3	1	7	2	1	-3	-2	-2	0
Cc1cccc(-n2ncc3c2CCCC3NC(=O)C2=CC(=O)CC(C)(C)O2)c1C (configuration not stated)	-7	-5	-3	1	2	-3	2	2	7	-1
O=C(Nc1ccc(S(=O)(=O)Nc2ccccc2)cc1)C1COc2ccccc2O1 (configuration not stated)	9	5	3	8	-2	1	4	-25	-1	-1
Cc1ccc2nc(SC(C)C(=O)NC3CCCC3)[nH]c2c1 (configuration not stated)	-2	-1	5	-7	-5	-1	7	-1	-1	5
O=C(Nc1ccc(F)cc1)Nc1ccc(S(=O)(=O)N2CCCC2)cc1	9	4	0	8	1	6	22	-42	-18	-8
C=CCNC(=O)/C(C#N)=C/c1ccc2c(c1)OCCO2	2	-3	-9	-19	-4	0	14	-3	-1	-3
O=S(=O)(N/N=C\c1ccc(-c2ccccc2Cl)o1)c1ccccc1	-9	1	-1	4	7	-8	4	1	5	-2
CCOc1ccc(NC(=O)CN2CCN(CC(=O)Nc3ccc4c(c3)OCCO4)CC2)cc1	5	-2	2	9	15*	-3	-12	-2	-1	-15
CC(=O)c1cc(Cl)ccc1OCC(=O)Nc1cccc(S(=O)(=O)N2CCCC2)c1	1	0	-6	-5	-6	1	-1	-7	-11	-10
O=C(NC(=S)Nc1ccc(CN2CCOCC2)cc1)c1ccc(-c2ccc(Cl)cc2)o1	13	-3	-2	-3	-7	0	2	-5	-2	4
[O-]/C(=C(\C(=S)Nc1ccc(SC(F)F)cc1)[n+]1ccccc1)c1ccc(Cl)cc1Cl	13	4	0	4	-3	-1	2	0	7	-2
Cc1cc(=O)[nH]c(N/N=C/C(C)c2ccccc2)n1 (configuration not stated)	-2	2	-1	4	1	3	-1	5	4	6
CCOc1ccc2oc(C(=O)NC(C)(C)CC)c(C)c2c1	6	-9	-8	-28	5	-5	10	4	3	7
COc1ccccc1OCC(=O)Nc1cc(NC(=O)COc2ccccc2OC)cc(C(=O)O)c1	5	0	-5	1	-6	1	-4	8	0	16
O=C(O)c1ccc(Cl)c(S(=O)(=O)NCc2ccco2)c1	1	0	1	7	-9	0	3	0	0	1
COc1ccc(-c2sc3cc4c(cc3c2-c2ccc(OCCN3CCOCC3)cc2)OCO4)cc1	9	-5	-3	-17	-2	-2	13	-1	3	0
O=C(NC1CCCC1)C1(C(=O)C2CC2)CC(c2ccccn2)=NO1 (configuration not stated)	.	1	0	2	-2	3	.	3	3	-6
O=C(NCCc1ccccc1)C1C(=O)Nc2ccccc2C(=O)N1C1CCCCC1 (configuration not stated)	10	-5	2	-8	-4	2	-4	-4	4	0
COc1cc2c(cc1OC)CN(CCC(=O)c1ccc(Br)cc1)CC2	4	-22	-126	-56	0	-78	-1	8	3	13
C/C(Nc1ccc(Cl)cc1)=C1/CCOC1=O	-2	-2	3	-6	0	0	8	1	1	-1
O=C(c1ccccn1)N1CCCC(N2CCN(c3cccc(C(F)(F)F)c3)CC2)C1 (configuration not stated)	13	-1	-4	7	-4	2	-6	-1	-6	2
CC(C)Cn1c(N)c(C(=O)COC(=O)c2cc(C3CC3)nc3ccccc23)c(=O)n(C)c1=O	0	5	-10	-7	-8	-2	15	-24	-17	-11
O=C(N/N=C/c1ccc(Br)s1)c1ccccc1[N+](=O)[O-]	-10	0	2	5	1	4	-12	-9	1	-3

Laid out differently: entries from further up.
Molecule: CN(C)c1nc2c(c(=O)n(C)c(=O)n2C)n1CC(=O)c1cccs1
  ARFGAP1 inh: -4 | ADAM17 inh: -3 | PLC-beta3 inh: 1 | ADAM10 inh: -1 | DDE Tn7 FP inh: 0 | PLC-gamma1 inh: 0 | ASAP1 GAP inh: -4 | SIAE inh: 15 | Tn6 DDE FP: 2 | TDP2 inh: 15
Molecule: O=C(N/N=C/c1ccc([N+](=O)[O-])o1)c1ccncc1
  ARFGAP1 inh: 0 | ADAM17 inh: -1 | PLC-beta3 inh: -11 | ADAM10 inh: -1 | DDE Tn7 FP inh: -3 | PLC-gamma1 inh: -4 | ASAP1 GAP inh: -8 | SIAE inh: 2 | Tn6 DDE FP: 1 | TDP2 inh: 2
Molecule: COc1ccc(CN2CCCCCC2)cc1Br
  ARFGAP1 inh: 9 | ADAM17 inh: 1 | PLC-beta3 inh: -5 | ADAM10 inh: 4 | DDE Tn7 FP inh: -1 | PLC-gamma1 inh: 1 | ASAP1 GAP inh: -5 | SIAE inh: 2 | Tn6 DDE FP: 2 | TDP2 inh: 12

More results
SMILES	ARFGAP1 inh	ADAM17 inh	PLC-beta3 inh	ADAM10 inh	DDE Tn7 FP inh	PLC-gamma1 inh	ASAP1 GAP inh	SIAE inh	Tn6 DDE FP	TDP2 inh
Cc1cc(=S)[nH]c2ccccc12	10	-1	0	-1	-10	3	9	-1	1	-8
CC(C)(C)c1cc[n+](-c2[nH]c(=O)sc2/C=N/N=C(\[O-])c2ccccc2)cc1	13	6	-2	-8	-1	7	5	5	0	0
Cc1ccc(Sc2cnc3ccccc3n2)cc1	3	-4	0	-6	-5	2	8	6	0	10
CSc1ncc(Cl)c(C(=O)Nc2ccccc2[N+](=O)[O-])n1	-15	-3	-6	7	-2	-4	0	-1	6	8
CC(C)CC(C(=O)O)N1C(=O)[C@@H]2[C@H](C1=O)[C@@H]1C[C@H]2C(Br)C1Br (some centres not stated)	-2	-6	-1	-10	1	2	-13	-2	2	2
Cc1onc(-c2ccccc2)c1C(=O)Nc1nnc(N2CCCCCC2)s1	-6	-1	-15	-3	4	-6	5	6	-10	3
CCOC(=O)C1CCCN(C(=O)c2cc(-c3cccs3)oc2C)CC1 (configuration not stated)	2	-6	-9	-24	-4	-6	-4	-2	-1	-13
O=C(Cc1ccccc1)Nc1ccccc1C(=O)N1CCCCC1	-7	-6	-10	-1	6	1	-12	2	1	5
O=C(c1cc(COc2ccc(F)cc2Cl)on1)N1CCC(c2ccncc2)CC1	11	-2	-9	3	1	-2	-6	1	6	9
CSc1nc(COC(=O)NC(C)C)c(COC(=O)NC(C)C)n1Cc1ccccc1	-7	-1	3	5	-1	3	-13	-8	1	-1
O=C(C[n+]1cccc(/C=N/O)c1)N(Cc1ccccc1)Cc1ccccc1	-8	-3	0	2	2	-1	-2	-8	8	-5
COc1cc(-c2cnc3c(NC(C)=O)cc(-c4ccc(N5CCN(C)CC5)cc4)cn23)cc(OC)c1OC	3	-14	-160	-48	4	-121	8	6	-9	-2
C=CCN(C)CC#Cc1ccccc1	.	4	5	-2	0	1	.	2	1	-7
Cc1csc(/C(C#N)=N/O)n1	4	3	1	-5	-3	2	-3	3	-2	0
Oc1ccccc1C1=NN(c2ccccc2)C(c2ccc(F)cc2)C1 (configuration not stated)	5	-14	-39	-34	-5	-20	5	4	1	3
CCC(C)Nc1nc(N)c([N+](=O)[O-])c(Nc2ccccc2OC)n1 (configuration not stated)	-7	6	-6	12	-4	4	1	-8	-7	-9
CCCNC(=O)C(Cc1ccccc1)NC(=O)c1ccccn1 (configuration not stated)	-2	-1	-4	2	6	2	0	2	-9	2
CCCCN(C(=O)NC(=O)Nc1cc(C)ccc1C)S(C)(=O)=O	3	-2	1	-1	7	0	6	3	7	12
OC1OC2COC(c3ccccc3)OC2C(O)C1O (configuration not stated)	6	1	11*	-8	-6	6	13	3	-5	-3
CC(=O)Nc1ccc(Nc2cc(C(C)C)nc3c(-c4ccccc4)c(C)nn23)cc1	11	-42	i	-73	-4	-429	9	7	4	2
